GlmU inhibition: inhibition of mycobacterial GlmU enzyme – biochemical, glucosamine-1-phosphate acetyltransferase (AID 1376) | M. tuberculosis GlmU acetyltransferase enzyme assay; higher % means a stronger effect | one-dose inhibition, %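 (tested at 30 µM in the primary screen)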; IC50 in µM for titrated hits | hit rate 0.25% among 220,000; in the data active = inhibition above about 13%;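 also: 0% = complete reaction with vehicle and 100% = reaction without substrate; strong numbers were not always called active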
Mtb RmlCD inh: M. tuberculosis RmlC/RmlD inhibition; RmlC+RmlD coupled enzyme assay, percent inhibition; primary screen in compound mixtures; inhibition, % at 3.6 µM; hit rate 0.03% among 160,000; P9WH09+P9WH11; in the data active = inhibition mostly above about 34%, no sharp cut-off; also: some results filed as inactive read as strong as hits
Target sequence (P9WH09 whole entry, looked up): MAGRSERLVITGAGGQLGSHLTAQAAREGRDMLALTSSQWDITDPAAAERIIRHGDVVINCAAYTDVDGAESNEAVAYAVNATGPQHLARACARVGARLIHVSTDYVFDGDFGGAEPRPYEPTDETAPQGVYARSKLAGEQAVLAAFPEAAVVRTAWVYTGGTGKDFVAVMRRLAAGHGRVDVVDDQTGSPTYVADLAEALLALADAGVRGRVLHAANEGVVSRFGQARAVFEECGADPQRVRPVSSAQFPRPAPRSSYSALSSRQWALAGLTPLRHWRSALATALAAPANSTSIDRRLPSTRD
Target sequence (P9WH11 whole entry, looked up): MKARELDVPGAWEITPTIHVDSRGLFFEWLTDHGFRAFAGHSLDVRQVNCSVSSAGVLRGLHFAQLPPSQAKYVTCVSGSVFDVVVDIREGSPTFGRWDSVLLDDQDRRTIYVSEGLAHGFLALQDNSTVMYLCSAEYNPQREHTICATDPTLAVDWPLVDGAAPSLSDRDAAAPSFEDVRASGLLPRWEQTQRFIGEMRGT
Numbers without * were called inactive. Some of the compounds tested; the hit share may differ from the screen's.

Results for CC(C)Cc1nn2c(N)c(/C=C3\C=Nc4ccccc43)c(=O)nc2s1 ?
GlmU inhibition: -9.4%; Mtb RmlCD inh: 10

What do the screens show for `CC(=O)C(N=Nc1ccccc1)(Sc1nnc(-c2ccccc2)n1-c1ccccc1)C(=O)Nc1ccccc1` (stereo unspecified)?
GlmU inhibition: 1.0%

What do the screens show for `CC(C)CCn1c(N2CCN(c3cccc(Cl)c3)CC2)nc2c1c(=O)[nH]c(=O)n2C`?
GlmU inhibition: -5.4%; Mtb RmlCD inh: -7

Results for O=C1C(O)=C(O)C(=O)c2ccccc21 ?
GlmU inhibition: 0.8%

How did C=CCC1c2cccc(C(=O)OC)c2C(=O)N1c1ccccc1 (stereo unspecified) do in these assays?
GlmU inhibition: 3.4%

Results for Cc1cc(C)n2cc(CSc3nnc(SCc4cn5c(C)cc(C)nc5n4)s3)nc2n1 ?
GlmU inhibition: -8.6%; Mtb RmlCD inh: -12

Results for O=C(/C=C/c1ccc2c(c1)OCO2)N1CCN(c2ccccc2F)CC1 ?
GlmU inhibition: -2.9%; Mtb RmlCD inh: -4

What do the screens show for `COCCSc1ccccc1C(=O)N1CCN(Cc2ccccc2)CC1`?
GlmU inhibition: 5.6%

Results for CN(C)C1(c2nnnn2CCOC(=O)Nc2ccc(Cl)cc2)CCCCC1 ?
GlmU inhibition: 2.0%

How did O=C(NCc1ccncc1)/C(=N/O)c1ccccc1 do in these assays?
GlmU inhibition: 8.2%; Mtb RmlCD inh: 5

What do the screens show for `CCc1nnc(NC(=O)CCN2C(=O)c3ccccc3C2=O)s1`?
GlmU inhibition: -2.2%; Mtb RmlCD inh: 12

Results for Cc1ccc(-c2nn(-c3ccccc3)cc2/C=C/C(=O)Nc2cccc(S(N)(=O)=O)c2)cc1 ?
GlmU inhibition: 1.9%; Mtb RmlCD inh: 4

What do the screens show for `Cc1cc(NCCCN(C)C)n2nc(-c3cccs3)cc2n1`?
GlmU inhibition: -3.8%; Mtb RmlCD inh: -11

How did CCC(C)[C@H](NC(=O)OC(C)(C)C)C(=O)N/N=C/c1cccc2nccnc12 (stereo partly specified) do in these assays?
GlmU inhibition: 4.1%; Mtb RmlCD inh: -8

What do the screens show for `O=C(Nc1ccccc1N1CCCCC1)c1ccc2nccnc2c1`?
GlmU inhibition: -0.2%; Mtb RmlCD inh: 5

How did COc1ccc(OC)c(/C=C/C(=O)NCCc2nc3ccccc3[nH]2)c1 do in these assays?
GlmU inhibition: 3.3%; Mtb RmlCD inh: -12

Results for CC1(C)CC(NC(=O)c2ccncc2)CC(C)(C)N1O ?
GlmU inhibition: -2.8%; Mtb RmlCD inh: 5

What do the screens show for `NS(=O)(=O)c1ccc(CCNC(=O)CSc2nc3ccsc3c(=O)n2C2CC2)cc1`?
GlmU inhibition: 2.0%; Mtb RmlCD inh: 9

What do the screens show for `COc1ccccc1N1CCN(S(=O)(=O)c2ccc3nc(-c4ccccc4)[nH]c3c2)CC1`?
GlmU inhibition: -2.3%

How did COc1ccc2c(c1OC)C(=O)OC2Nc1ccc(S(=O)(=O)N=C(N)N)cc1 (stereo unspecified) do in these assays?
GlmU inhibition: 0.2%; Mtb RmlCD inh: -2

What do the screens show for `CNC(=S)SCCOc1ccc(C)cc1`?
GlmU inhibition: -3.1%; Mtb RmlCD inh: 9

Results for COc1ccc(N2CCN(C(=O)C34CCC(C)(C(=O)C3)C4(C)C)CC2)cc1 (stereo unspecified) ?
GlmU inhibition: 0.4%; Mtb RmlCD inh: -13

What do the screens show for `CN1CCN(C(=O)c2cc(Cl)ccc2Cl)CC1`?
GlmU inhibition: -4.7%; Mtb RmlCD inh: 10

What do the screens show for `O=C(c1ccc2c(c1)OCO2)N(Cc1ccco1)C1(C(=O)NC2CCCCC2)CCCCC1`?
GlmU inhibition: 1.0%

Results for C=CCNC(=O)c1cc2c(C(F)(F)F)nn(C)c2s1 ?
GlmU inhibition: 6.9%; Mtb RmlCD inh: 1

What do the screens show for `O=C(COC(=O)c1ccccc1O)Nc1ncc(Cl)cc1Cl`?
GlmU inhibition: 9.2%; Mtb RmlCD inh: -5

Results for CN(Cc1ccccc1)C(NC(=O)c1ccco1)C(Cl)(Cl)Cl (stereo unspecified) ?
GlmU inhibition: -1.3%

How did OCCC1CN(Cc2cn[nH]c2C2CCCCC2)CCN1C1CCCC1 (stereo unspecified) do in these assays?
GlmU inhibition: 1.7%; Mtb RmlCD inh: -9

How did O=C(O)c1cc(Cl)c(Cl)cc1C(=O)Nc1cccc2cccnc12 do in these assays?
GlmU inhibition: -3.1%; Mtb RmlCD inh: 19

How did CCOC(=O)N1CCN(c2cc(=O)n(-c3ccc(C)cc3)c(=O)[nH]2)CC1 do in these assays?
GlmU inhibition: 4.1%; Mtb RmlCD inh: 10

What do the screens show for `Cc1ccc(C(=O)NC(C#N)=C(Cl)Cl)cc1`?
GlmU inhibition: 1.0%; Mtb RmlCD inh: -8

How did O=C(Cc1ccccc1[N+](=O)[O-])Nc1ccc2c(c1)OCO2 do in these assays?
GlmU inhibition: 0.9%; Mtb RmlCD inh: -11

Results for O=C1NCCCN1Cc1ccc(F)cc1 ?
GlmU inhibition: 5.1%; Mtb RmlCD inh: 4

Results for CC(C)CC(NS(=O)(=O)c1ccc2[nH]c(=O)c(=O)[nH]c2c1)C(=O)O (stereo unspecified) ?
GlmU inhibition: 0.9%; Mtb RmlCD inh: -13

Results for Cc1cccc(NC(=O)Cc2cccs2)n1 ?
GlmU inhibition: 6.9%; Mtb RmlCD inh: -7

Results for CC1CC2C3CCC4=CC(=O)C=CC4(C)[C@@]3(Cl)C(O)CC2(C)C1(O)C(=O)CO (stereo partly specified) ?
GlmU inhibition: 6.3%

What do the screens show for `CCOc1ccc(C(=O)c2cc3ccc(O)cc3oc2=O)cc1`?
GlmU inhibition: 7.3%; Mtb RmlCD inh: -8

Results for N=C(N)SCP(=O)(c1ccccc1)c1ccccc1 ?
GlmU inhibition: -2.5%; Mtb RmlCD inh: 8

How did CCCn1c(N)c(CC)c(=O)[nH]c1=O do in these assays?
GlmU inhibition: -0.1%; Mtb RmlCD inh: 2

What do the screens show for `COc1cccc(CN2CCSCC2)c1`?
GlmU inhibition: -2.8%; Mtb RmlCD inh: 6

Arranged by molar mass (low to high): part of the list above
How did CCCn1c(N)c(CC)c(=O)[nH]c1=O do in these assays?
GlmU inhibition: -0.1%; Mtb RmlCD inh: 2

Results for O=C1NCCCN1Cc1ccc(F)cc1 ?
GlmU inhibition: 5.1%; Mtb RmlCD inh: 4

What do the screens show for `COc1cccc(CN2CCSCC2)c1`?
GlmU inhibition: -2.8%; Mtb RmlCD inh: 6

Results for Cc1cccc(NC(=O)Cc2cccs2)n1 ?
GlmU inhibition: 6.9%; Mtb RmlCD inh: -7

What do the screens show for `Cc1ccc(C(=O)NC(C#N)=C(Cl)Cl)cc1`?
GlmU inhibition: 1.0%; Mtb RmlCD inh: -8

Results for C=CCNC(=O)c1cc2c(C(F)(F)F)nn(C)c2s1 ?
GlmU inhibition: 6.9%; Mtb RmlCD inh: 1

Results for N=C(N)SCP(=O)(c1ccccc1)c1ccccc1 ?
GlmU inhibition: -2.5%; Mtb RmlCD inh: 8

What do the screens show for `CCOc1ccc(C(=O)c2cc3ccc(O)cc3oc2=O)cc1`?
GlmU inhibition: 7.3%; Mtb RmlCD inh: -8

What do the screens show for `O=C(COC(=O)c1ccccc1O)Nc1ncc(Cl)cc1Cl`?
GlmU inhibition: 9.2%; Mtb RmlCD inh: -5

Results for CC(C)CC(NS(=O)(=O)c1ccc2[nH]c(=O)c(=O)[nH]c2c1)C(=O)O (stereo unspecified) ?
GlmU inhibition: 0.9%; Mtb RmlCD inh: -13

How did CCOC(=O)N1CCN(c2cc(=O)n(-c3ccc(C)cc3)c(=O)[nH]2)CC1 do in these assays?
GlmU inhibition: 4.1%; Mtb RmlCD inh: 10

Results for CN(Cc1ccccc1)C(NC(=O)c1ccco1)C(Cl)(Cl)Cl (stereo unspecified) ?
GlmU inhibition: -1.3%

Results for CC1CC2C3CCC4=CC(=O)C=CC4(C)[C@@]3(Cl)C(O)CC2(C)C1(O)C(=O)CO (stereo partly specified) ?
GlmU inhibition: 6.3%

What do the screens show for `O=C(c1ccc2c(c1)OCO2)N(Cc1ccco1)C1(C(=O)NC2CCCCC2)CCCCC1`?
GlmU inhibition: 1.0%

Carrying on:
Results for O=C(C1CCCN1S(=O)(=O)c1ccc(Cl)cc1)N1CCOCC1 (stereo unspecified) ?
GlmU inhibition: -2.8%; Mtb RmlCD inh: -9

What do the screens show for `CCOC(=O)c1c(NC(=O)COC(=O)Cn2c(C)nc3ccccc32)sc2c1CCCC2`?
GlmU inhibition: -6.2%

Results for O=C(CSc1nnc(CNc2ccc(F)cc2)n1-c1ccccc1)N1CCOCC1 ?
GlmU inhibition: 3.8%

What do the screens show for `O=C(Nc1nc2ccc(S(=O)(=O)N3CCCCC3)cc2s1)c1cccnc1`?
GlmU inhibition: 4.2%; Mtb RmlCD inh: 7

Results for CS(=O)(=O)N(Cc1ccccc1)c1ccc(C(=O)N2CCc3ccccc3C2)cc1 ?
GlmU inhibition: -0.8%; Mtb RmlCD inh: -1

What do the screens show for `CCOC(=O)c1cnc(SC)nc1Oc1cccc(NS(=O)(=O)c2ccc(C)cc2)c1`?
GlmU inhibition: -2.9%; Mtb RmlCD inh: 4

What do the screens show for `CCOc1ccc(N2CC(C(=O)Oc3ccccc3)CC2=O)cc1` (stereo unspecified)?
GlmU inhibition: -2.7%; Mtb RmlCD inh: 35

How did COc1cc(C(=O)c2c(C)c(CCC#N)n3ccccc23)cc(OC)c1OC do in these assays?
GlmU inhibition: -0.4%; Mtb RmlCD inh: -13

What do the screens show for `COc1ccccc1Nc1ncc(C(=O)Nc2ccc(OC)c(OC)c2)c2ccccc12`?
GlmU inhibition: -1.1%; Mtb RmlCD inh: 6

What do the screens show for `Cc1ccc(NC(=O)c2cnn(-c3ccccc3)c2NC(=O)c2ccco2)cc1`?
GlmU inhibition: -1.1%

What do the screens show for `O=C(O)C1CCN(C(=O)CSc2nc3ccccc3s2)CC1`?
GlmU inhibition: -1.4%; Mtb RmlCD inh: -2

Results for Cc1nn(C(=O)c2cccnc2)c(C)c1Sc1ccccc1 ?
GlmU inhibition: -4.5%; Mtb RmlCD inh: 3

How did CC(/C=N/n1c(-c2cc(C)[nH]n2)n[nH]c1=S)=C\c1ccco1 do in these assays?
GlmU inhibition: -4.8%

What do the screens show for `C=CCSc1nc(C)c(Cc2cccc3ccccc23)c(=O)[nH]1`?
GlmU inhibition: -1.1%; Mtb RmlCD inh: -16

Results for CC(Oc1cccc(F)c1)C(=O)/C=C\N(C)C (stereo unspecified) ?
GlmU inhibition: 1.1%; Mtb RmlCD inh: -2

Results for COC(=O)c1nn(-c2ccccc2)c(Sc2ccc(Cl)cc2)c1/C=N/O ?
GlmU inhibition: 4.2%; Mtb RmlCD inh: 7

Results for O=C(CC1CCCCC1)NCc1nc(-c2ccccc2)no1 ?
GlmU inhibition: -3.1%; Mtb RmlCD inh: 6

What do the screens show for `NS(=O)(=O)c1ccc(CNC(=O)/C=C/c2c(Cl)cccc2Cl)cc1`?
Mtb RmlCD inh: 2

Results for Cc1onc(-c2ccccc2)c1C(=O)Nc1cccc2nsnc12 ?
GlmU inhibition: -3.5%; Mtb RmlCD inh: -6

What do the screens show for `COc1c(C)cccc1C(=O)Nc1ccc(N2CCOCC2)c(Cl)c1`?
GlmU inhibition: 7.6%

What do the screens show for `COc1cccc(CC2(CO)CCN(Cc3cccn3-c3cccnc3)CC2)c1`?
GlmU inhibition: 3.8%; Mtb RmlCD inh: -2

How did O=C(CCCN1C(=O)CCC1=O)Nc1ccc2c(c1)OCO2 do in these assays?
GlmU inhibition: 2.0%

What do the screens show for `COc1ccc2c(C)cc(=O)[nH]c2c1`?
GlmU inhibition: 2.4%; Mtb RmlCD inh: 0

Results for COC(=O)CN1C(=O)[C@@H]2[C@H](C1=O)[C@@H]1CC(C(=O)OC)=C[C@@H](C(=O)OC)[C@@H]3C1=C(C(=O)[C@]3(C)NC(=O)c1ccccc1)[C@@H]2C ?
GlmU inhibition: -0.7%

Results for Cc1nc2c(Cl)cc(Cl)cc2[nH]1 ?
GlmU inhibition: -1.4%

How did Cc1ccc(S(=O)(=O)NNC(=O)C2CCN(S(=O)(=O)c3ccc(C)cc3)CC2)cc1 do in these assays?
GlmU inhibition: -0.3%; Mtb RmlCD inh: -8

Results for COc1ccccc1OP(=O)(Nc1cccnc1)Oc1ccccc1OC ?
GlmU inhibition: -2.7%; Mtb RmlCD inh: 12

Results for CC1Cc2ccccc2N1C(=O)Cn1nc(C(=O)O)c2ccccc2c1=O (stereo unspecified) ?
GlmU inhibition: -4.9%; Mtb RmlCD inh: -3

How did CCCC(=O)Nc1nc(C)c(C(C)=O)s1 do in these assays?
GlmU inhibition: -3.7%; Mtb RmlCD inh: 1

Results for CC(C)CC(=O)NC(=S)Nc1nc(-c2ccc(Cl)cc2)cs1 ?
GlmU inhibition: -5.5%; Mtb RmlCD inh: -11

What do the screens show for `Cc1cc(NC(=O)c2cc(-c3ccco3)on2)nn1Cc1ccc(Cl)cc1`?
Mtb RmlCD inh: 6

Results for CN1CCN(CCC(C#N)(c2ccccc2)c2ccccc2)CC1 ?
GlmU inhibition: 1.6%; Mtb RmlCD inh: 2

How did COC(CNC(=O)c1ccc(N2CCC3(CC2)OCCO3)c([N+](=O)[O-])c1)OC do in these assays?
GlmU inhibition: 1.0%; Mtb RmlCD inh: 1

How did COc1cc(NC(=O)COC(=O)CNS(=O)(=O)c2ccc(F)c(F)c2F)cc(OC)c1 do in these assays?
GlmU inhibition: 3.2%; Mtb RmlCD inh: -10

How did O=C1NC(c2ccc3c(c2)OCO3)Nc2ccccc21 (stereo unspecified) do in these assays?
GlmU inhibition: -1.7%; Mtb RmlCD inh: -6

What do the screens show for `COC(=O)CSC1=C(C#N)C(c2ccccc2)CC(=O)N1` (stereo unspecified)?
GlmU inhibition: -1.4%; Mtb RmlCD inh: 3

From PubChem
